DAX1 inh-1: inhibitors of DAX1 repression of SF-1 activated StAR promoter; 370,000 compounds, 1.1% hits; HEK293T StAR-luciferase reporter, SF-1/DAX-1 repression relief; AID 652010; inhibition, % at 6.8 µM;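 active means inhibition above the mean over all tested compounds plus 3 SD, cut at about 3.6% in these data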;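 further: 0% = DAX-1 cells with DMSO and 100% = cells lacking DAX-1 with DMSO; higher inhibition means more luminescence from relief of DAX-1 repression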
PLC-gamma1 inh: blocks human PLC-gamma1 enzyme activity; purified PLC-gamma1, fluorogenic substrate, fluorescence; inhibition, % at 12.2 µM; 370,000 compounds, 0.84% hits; AID 720700; in the data active means inhibition above about 9.5%
Target sequence (P19174 whole entry, looked up): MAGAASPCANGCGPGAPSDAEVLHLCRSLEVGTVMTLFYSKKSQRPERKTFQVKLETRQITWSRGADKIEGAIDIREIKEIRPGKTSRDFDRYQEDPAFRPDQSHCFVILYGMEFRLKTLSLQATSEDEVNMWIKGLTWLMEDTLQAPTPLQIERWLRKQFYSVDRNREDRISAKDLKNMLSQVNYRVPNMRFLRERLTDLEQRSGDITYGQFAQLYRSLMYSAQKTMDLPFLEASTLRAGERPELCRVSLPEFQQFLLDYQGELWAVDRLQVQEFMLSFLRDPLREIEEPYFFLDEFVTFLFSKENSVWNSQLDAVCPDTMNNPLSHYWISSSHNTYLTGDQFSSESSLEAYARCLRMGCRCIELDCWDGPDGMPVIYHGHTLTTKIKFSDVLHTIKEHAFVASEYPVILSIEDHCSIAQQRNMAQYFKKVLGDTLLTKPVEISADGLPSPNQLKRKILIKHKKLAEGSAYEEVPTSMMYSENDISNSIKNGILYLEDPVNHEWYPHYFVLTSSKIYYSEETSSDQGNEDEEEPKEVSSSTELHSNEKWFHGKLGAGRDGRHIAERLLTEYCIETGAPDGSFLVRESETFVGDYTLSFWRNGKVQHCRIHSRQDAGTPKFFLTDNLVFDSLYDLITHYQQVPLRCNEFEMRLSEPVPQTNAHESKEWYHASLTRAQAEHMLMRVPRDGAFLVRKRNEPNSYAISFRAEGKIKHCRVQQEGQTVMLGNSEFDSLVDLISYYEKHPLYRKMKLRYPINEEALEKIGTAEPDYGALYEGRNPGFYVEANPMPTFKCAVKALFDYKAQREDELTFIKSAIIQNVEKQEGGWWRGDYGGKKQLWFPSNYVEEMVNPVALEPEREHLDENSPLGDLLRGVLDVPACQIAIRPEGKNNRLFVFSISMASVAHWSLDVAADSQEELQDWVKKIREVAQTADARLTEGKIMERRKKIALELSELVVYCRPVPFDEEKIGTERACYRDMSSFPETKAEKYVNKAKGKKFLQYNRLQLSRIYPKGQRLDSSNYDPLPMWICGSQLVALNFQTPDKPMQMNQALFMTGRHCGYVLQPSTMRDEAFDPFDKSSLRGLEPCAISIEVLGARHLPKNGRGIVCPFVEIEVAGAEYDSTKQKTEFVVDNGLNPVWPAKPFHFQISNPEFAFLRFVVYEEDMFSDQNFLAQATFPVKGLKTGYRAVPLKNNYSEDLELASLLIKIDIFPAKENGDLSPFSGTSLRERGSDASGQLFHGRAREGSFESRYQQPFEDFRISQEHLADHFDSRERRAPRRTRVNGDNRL
DAX1 inh-2: NR0B1 (DAX1) inhibition; AID 504766; 340,000 compounds, 0.99% hits; P51843; HEK293 Gal4-DAX1 luciferase reporter, luminescence; inhibition, % at 6.75 µM;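 active means inhibition above the mean over all tested compounds plus 3 SD, cut at about 4.2% in these data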;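 further: 0% = DAX1-transfected cells with DMSO and 100% = empty-vector control cells with DMSO; inhibition shows as a rise in luminescence from relieved DAX1 repression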
hgDAF-12 ag: activates the H. glycines DAF-12 receptor ligand-binding domain; HEK293 GAL4-hgDAF12 UAS-luciferase reporter, agonist luminescence; normalized to butyrate control; activation, % at 6.8 µM; 370,000 compounds, 1.8% hits; AID 687014;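 active means activation above a cutoff set at the mean of all screened compounds plus 3 SD, cut at about 10% in these data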;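 further: 0% = DMSO wells and 100% = sodium butyrate wells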
NR1D1 modulator: Rev-erb alpha (human) modulation | P20393 | Rev-erbα–FITC-DNA binding, fluorescence polarization, 90 min | activity, % at 10 µM | 370,000 compounds, 0.79% hits | AID 1259318;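 active means activity above about 14%, limit read from the data; passing the limit was not always enough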;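 further: 0% = DMSO wells with 35 nM protein and 100% = DMSO wells with 750 nM protein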
MBD2 DNA inh: inhibitors of human MBD2 binding to methylated oligonucleotide; Q9UBB5; TR-FRET; inhibition, % at 4.4 µM; 370,000 compounds, 0.31% hits; in the data active means inhibition above about 13%
PLCb3 inh: inhibitors of human phospholipase C beta3; Purified PLC-beta3, fluorogenic substrate, fluorescence; inhibition, % at 12.2 µM; 370,000 compounds, 0.18% hits; AID 720704; in the data active means inhibition above about 11%;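 further: 0% = median of compound wells on plate and 100% = full blocker control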
SMARCA2 act: SMARCA2 function activation, primary screen; activation, % at 9.1 µM; 370,000 compounds, 1% hits; MG213 cells, MMTV-luciferase reporter, dexamethasone, overnight; AID 652017; in the data active means activation above about 7.8%;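 further: 0% = vehicle wells and 100% = reference activator wells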
hcDAF-12 act: activators of H. contortus DAF-12 nuclear receptor; HEK293 hcDAF-12 lit1-tk-luc reporter, luminescence; 0% DMSO, 100% Δ7-dafachronic acid; activation, % at 6.8 µM; 370,000 compounds, 1.4% hits;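 active means activation above the mean of all tested compounds plus 3 SD, cut at about 5.5% in these data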;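 further: 100% = response to 3 µM Δ7-dafachronic acid high control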
ssDAF-12 act: activates DAF-12 receptor from parasite S. stercoralis; activation, % at 6.8 µM; 370,000 compounds, 1% hits; AID 652126; HEK293 ssDAF-12/GRIP1 lit1-tk-luc reporter, luminescence; % of 3 µM dafachronic acid response;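 active means activation above the mean over all tested compounds plus 3 SD, cut at about 0.9% in these data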;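 further: 0% = DMSO-only wells and 100% = 3 µM delta7-dafachronic acid wells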
ADAM17 inh: ADAM17 inhibition, QFRET primary screen | AID 720648 | recombinant ADAM17, EDANS/DABCYL FRET peptide cleavage | inhibition, % at 6.95 µM | 370,000 compounds, 0.83% hits | P78536;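 active means inhibition above the mean of compounds lying between control limits plus 3 SD, set per campaign, cut at about 8.5% in these data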;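 further: 0% = DMSO-only wells as the low control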
Active calls of the source: *; · = not tested or not shown.

SMILES | DAX1 inh-1 | PLC-gamma1 inh | DAX1 inh-2 | hgDAF-12 ag | NR1D1 modulator | MBD2 DNA inh | PLCb3 inh | SMARCA2 act | hcDAF-12 act | ssDAF-12 act | ADAM17 inh
COc1ccccc1Nc1nc(-c2cccs2)cs1 | 1.8 | -6 | -0.5 | 10 | -3 | -1 | -6 | 8.4* | 8.2* | 1.6* | 0
Cc1ccc(C(=O)C(OC(=O)c2cnccn2)c2ccccc2)cc1 (stereo not given) | -0.2 | -1 | 3.5 | -0.7 | -4 | -7 | 2 | 2 | -0.4 | -1.6 | -3
COCCn1c(SCC(=O)c2cccc(OC)c2)nnc1-c1ccco1 | -0.5 | 6 | 0.1 | -0.7 | -2 | -3 | -1 | -2 | -0.5 | -1.2 | -2
C=CCn1c(=O)[nH]c2cc(C(=O)N3CC=C(c4ccccc4)CC3)ccc2c1=O | 0.0 | -7 | 1.2 | 0.2 | -1 | 0 | -17 | -4 | 3.4 | -0.5 | -5
COc1ccc(-c2cc(=O)oc3cc(OCC(=O)NCCCn4ccnc4)ccc23)cc1 | -1.5 | -63 | 1.6 | -1.4 | -7 | 1 | -80 | 1 | -0.5 | -2.1 | -9
CN(C)CCOc1cccc(Br)c1 | -0.1 | 0 | 0.4 | -2.2 | -3 | 1 | -6 | -3 | -1.2 | -1.0 | -6
COc1ccc(Cl)cc1NS(=O)(=O)c1cccc2cccnc12 | -0.2 | -3 | -1.7 | 3.1 | 5 | 0 | 3 | 0 | 2.9 | -0.2 | -3
Cc1cccc(NC(=O)CCN2CCCC(C)C2)c1 (stereo not given) | -0.5 | 0 | -0.9 | 1.4 | 0 | 5 | -8 | -2 | 1.3 | -0.6 | -5
Cc1ccc(C2(CCNC(C)c3cccs3)CCOC(C(C)C)C2)cc1 (stereo not given) | 0.0 | 1 | 0.9 | 3.2 | -4 | 2 | -2 | -1 | 0.0 | -2.6 | -4
Cc1cc(C)cc(Nc2ncc3c(n2)CC(c2ccco2)CC3=O)c1 (stereo not given) | -0.9 | -79 | -0.1 | -0.7 | -5 | 2 | -92 | -1 | -2.5 | -1.6 | -2
COc1cccc(CC2(CO)CCCN(CC3=Cc4cc(OC)ccc4OC3)C2)c1 (stereo not given) | -0.1 | -10 | 0.0 | -1.1 | 1 | 1 | -16 | 1 | -2.1 | -1.4 | -5
Cc1nnc(SCC(=O)Nc2ccccc2NC(=O)CSc2nnc(C)s2)s1 | -0.1 | 1 | -0.5 | -1.3 | -4 | -7 | 5 | -2 | 3.2 | -1.0 | -3

Overlap with the part before: four entries, followed by the next part.
SMILES | DAX1 inh-1 | PLC-gamma1 inh | DAX1 inh-2 | hgDAF-12 ag | NR1D1 modulator | MBD2 DNA inh | PLCb3 inh | SMARCA2 act | hcDAF-12 act | ssDAF-12 act | ADAM17 inh
Cc1ccc(C2(CCNC(C)c3cccs3)CCOC(C(C)C)C2)cc1 (stereo not given) | 0.0 | 1 | 0.9 | 3.2 | -4 | 2 | -2 | -1 | 0.0 | -2.6 | -4
Cc1cc(C)cc(Nc2ncc3c(n2)CC(c2ccco2)CC3=O)c1 (stereo not given) | -0.9 | -79 | -0.1 | -0.7 | -5 | 2 | -92 | -1 | -2.5 | -1.6 | -2
COc1cccc(CC2(CO)CCCN(CC3=Cc4cc(OC)ccc4OC3)C2)c1 (stereo not given) | -0.1 | -10 | 0.0 | -1.1 | 1 | 1 | -16 | 1 | -2.1 | -1.4 | -5
Cc1nnc(SCC(=O)Nc2ccccc2NC(=O)CSc2nnc(C)s2)s1 | -0.1 | 1 | -0.5 | -1.3 | -4 | -7 | 5 | -2 | 3.2 | -1.0 | -3
CC(=O)NCC(=O)NC1CC(C)(C)Cc2c1cnn2-c1ccccc1 (stereo not given) | 0.1 | -1 | 1.0 | -0.7 | -1 | -5 | -3 | 0 | 0.0 | -0.9 | -2
Cc1cc[n+](CC(=O)Nc2cccc(C)c2)cc1 | -0.6 | -2 | 0.8 | -3.3 | -8 | -2 | -2 | -1 | -0.3 | -1.4 | -2
Cc1ccc(C)c(OCCC(=O)Nc2ccc3c(c2)OCO3)c1 | -0.7 | 0 | -0.3 | -0.8 | -5 | -2 | -5 | -1 | -2.4 | -1.1 | -4
COc1ccc(S(=O)(=O)NNC(=O)c2sccc2-n2cccc2)cc1 | -0.5 | 2 | 0.8 | 1.0 | 0 | -3 | 3 | 1 | -2.1 | -1.5 | -2
CCOC(=O)C(C)Sc1nnc2c3ccccc3n(C)c2n1 (stereo not given) | -0.5 | -3 | -0.9 | 0.1 | 1 | -1 | -7 | -1 | -0.3 | -0.7 | 4
O=C(Nc1c(C(=O)Nc2cccc3ccccc23)cnn1-c1ccccc1)c1ccco1 | -0.6 | -1 | 0.7 | -1.2 | -2 | -2 | -2 | 0 | -1.4 | -0.8 | -1
COc1cc(CNCc2cccnc2)ccc1OCc1ccccc1 | 1.7 | 0 | 0.1 | 3.5 | -2 | 2 | -4 | -5 | 0.4 | -1.4 | -3
O=C1CCCC/C1=C\Nc1ccccc1C(=O)O | -0.7 | -12 | 1.6 | 0.7 | 0 | 0 | -20 | -3 | 0.4 | -1.0 | -24
OCC1(CCCc2ccccc2)CCN(Cc2cc(F)ccc2F)CC1 | -0.8 | -1 | 0.6 | 2.1 | 1 | 4 | -1 | 0 | 2.4 | -1.1 | -3
O=S(=O)(c1ccc2c(c1)OCCO2)N1CCN(c2nc3ccccc3s2)CC1 | -0.2 | -3 | 1.9 | -1.9 | -7 | 2 | -1 | -3 | -2.8 | -1.8 | -2
COc1ccc(N2C(=O)CC(NC3CCCCNC3=O)C2=O)cc1 (stereo not given) | -0.4 | 1 | 1.7 | 0.3 | 0 | -6 | 3 | 2 | -1.2 | -1.4 | -2
Cc1ccccc1CNCCCSc1ncccn1 | -0.2 | -1 | -1.1 | 0.8 | -7 | 2 | -5 | -1 | 0.9 | -1.2 | -4
Cn1ccnc1SCC(=O)Nc1cccc([N+](=O)[O-])c1 | 0.1 | 3 | 0.1 | -0.2 | 5 | -6 | 2 | -6 | -0.1 | -1.7 | -3
CCn1c(=N)n(CC(O)c2ccccc2)c2ccccc21 (stereo not given) | 0.1 | -1 | -0.6 | -0.2 | 2 | -6 | 1 | 2 | -1.8 | -1.0 | -3
COc1ccc2sc(NCc3ccccc3)nc2c1 | 6.5* | 1 | 1.5 | 5.6 | 8 | 7 | -5 | 2 | 7.1* | -0.1 | 0
O=c1oc2ccc(Cl)cc2nc1/C=C(\O)c1cccs1 | 2.3 | 2 | 3.1 | 2.8 | 11 | -7 | -4 | 5 | 5.6* | -0.4 | 2
COc1ccccc1-c1cnc(C(O)c2ccc(SC)cc2)[nH]1 (stereo not given) | -0.5 | -1 | · | 0.9 | 3 | 0 | -2 | -3 | 0.7 | -0.7 | 0
Cc1cccc(C)c1NC(=O)CN(C)CC(=O)Nc1ccccc1Br | -0.3 | 3 | 0.1 | 0.7 | -4 | -2 | 5 | 0 | -2.3 | -1.1 | 2
CCN(CC)CCCNC(=O)CNC(=O)c1nn(-c2ccc(OC)cc2OC)c(=O)c2ccccc12 | -0.6 | -2 | 0.2 | -1.9 | -2 | 1 | -3 | 0 | 0.4 | -1.4 | -2
C[C@H]1CCC[C@]2(O[C@H](CCO)C[C@H](O)[C@H]2O)O1 | 0.3 | 4 | 1.7 | -0.2 | -1 | 0 | 3 | -2 | -1.9 | -1.4 | -3
COc1ccc(OCC(=O)Nc2c3c(nn2C(C)(C)C)CSC3)cc1 | -0.4 | 2 | 0.0 | 5.5 | 6 | -1 | -7 | -2 | -2.0 | -2.0 | -2
O=c1c2ccccc2ncn1-c1ccc(Cl)cc1Cl | -0.2 | 2 | · | 2.2 | -1 | 6 | -6 | 1 | -1.4 | -2.0 | -3
CN(CCc1ccccn1)C(=O)CCC1CCCN(C(=O)c2c3c(nn2C)CCCC3)C1 (stereo not given) | -0.6 | 0 | -0.9 | -5.1 | -1 | -4 | 0 | -2 | -0.1 | -0.7 | -3
COc1ccc(CN2CCN(CCSc3ccc(C)cc3)CC2)c(OC)c1OC | -0.6 | 7 | -1.2 | -4.7 | 2 | 1 | -4 | -1 | 0.2 | -1.8 | 0
CCN1CCN(S(=O)(=O)c2ccc(Cl)c(C(=O)N(C)Cc3ccccc3)c2)CC1 | 0.7 | 1 | -0.2 | -0.1 | 2 | 1 | -10 | 2 | -1.6 | -1.2 | -2
CCN(CC)S(=O)(=O)c1cccc(C(=O)NNC(=O)c2ccc3[nH]c(=O)c(=O)[nH]c3c2)c1 | 0.1 | -20 | -0.3 | 0.3 | 3 | -3 | -28 | -4 | -2.0 | -0.4 | -19
Cc1ccc(S(=O)(=O)/N=C/c2cc(Br)ccc2O)cc1 | 0.8 | 1 | 1.9 | 8.3 | -1 | -2 | -8 | -2 | 0.7 | -1.4 | -3
CN(C)CC1CCCCC1C1(O)c2ccccc2CSc2sccc21 (stereo not given) | -1.5 | -1 | 0.1 | 1.4 | -3 | 10 | -3 | -4 | -0.7 | -0.8 | -1
COC(=O)[C@@]12CCCN1[C@H](c1ccc(SC3CCCCC3)cc1)[C@H]1C(=O)N(C)C(=O)[C@H]12 | 0.2 | 0 | 0.2 | -1.4 | 3 | -5 | -5 | 1 | -2.5 | -1.5 | 0
COc1cc(/C=N/NC(N)=S)ccc1OCC(=O)N1CCOCC1 | -0.1 | 4 | -1.0 | -0.3 | 1 | -3 | 5 | -3 | -1.6 | -1.1 | 1
Cc1onc(-c2ccccc2)c1C(=O)NC1CC1 | 0.5 | 4 | -0.2 | 0.8 | 2 | 1 | 0 | -2 | -1.0 | 0.6 | -4
Cc1ccccc1S(=O)(=O)N(C)C[C@H]1OCc2cnnn2CCCC(=O)N([C@@H](C)CO)C[C@H]1C | -0.5 | 6 | 1.1 | -1.6 | 2 | 3 | -3 | -2 | 0.0 | -0.3 | 0
CCn1c(SCC(=O)Nc2cc(NC(C)=O)ccc2OC)nnc1-c1ccncc1 | 0.6 | -1 | · | 0.1 | -4 | 8 | -1 | -1 | 0.1 | -1.4 | -7
Nc1ncnc2c1ncn2[C@@H]1O[C@H](C(=O)N[C@H]2c3ccccc3C[C@H]2OC=O)[C@@H](O)[C@H]1O | -1.2 | -5 | · | 0.0 | 7 | 0 | -2 | -2 | 0.2 | -0.3 | -2
CC12CCC(c3c(C(=O)O)nn(-c4ccccc4)c31)C2(C)C (stereo not given) | 0.7 | 1 | 1.0 | 0.2 | 3 | 3 | -2 | 9.4* | -1.8 | -1.5 | 0
CCc1nc2ccc(C(=O)N(C)Cc3ccccc3)cn2c1N(CC)Cc1cccc(Br)c1 | -0.5 | -14 | · | 2.4 | -3 | 2 | -19 | -1 | -1.2 | -2.4 | 3

Part of the list above, showing only ssDAF-12 act, DAX1 inh-1 and MBD2 DNA inh.
Compound,ssDAF-12 act,DAX1 inh-1,MBD2 DNA inh
COC(=O)[C@@]12CCCN1[C@H](c1ccc(SC3CCCCC3)cc1)[C@H]1C(=O)N(C)C(=O)[C@H]12,-1.5,0.2,-5
COc1cc(/C=N/NC(N)=S)ccc1OCC(=O)N1CCOCC1,-1.1,-0.1,-3

Bioassay records: PubChem, several laboratories
